SENP6 inh: SENP6 protease inhibitors, primary screen, biochemical, luminescence, uHTS; Sentrin-specific protease 6 (Homo sapiens), Q9GZR1; Recombinant SENP6 catalytic domain, aminoluciferin luminescence; inhibition, % at 10 µM; 1.8% of 330,000 active; AID 2599, 2010;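 active means inhibition above about 50% at the single tested dose, limit read from the data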;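 further: plate controls were DMSO wells with enzyme for no effect and DMSO wells lacking enzyme for full effect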
Target sequence (Q9GZR1 628-1112 limits assumed): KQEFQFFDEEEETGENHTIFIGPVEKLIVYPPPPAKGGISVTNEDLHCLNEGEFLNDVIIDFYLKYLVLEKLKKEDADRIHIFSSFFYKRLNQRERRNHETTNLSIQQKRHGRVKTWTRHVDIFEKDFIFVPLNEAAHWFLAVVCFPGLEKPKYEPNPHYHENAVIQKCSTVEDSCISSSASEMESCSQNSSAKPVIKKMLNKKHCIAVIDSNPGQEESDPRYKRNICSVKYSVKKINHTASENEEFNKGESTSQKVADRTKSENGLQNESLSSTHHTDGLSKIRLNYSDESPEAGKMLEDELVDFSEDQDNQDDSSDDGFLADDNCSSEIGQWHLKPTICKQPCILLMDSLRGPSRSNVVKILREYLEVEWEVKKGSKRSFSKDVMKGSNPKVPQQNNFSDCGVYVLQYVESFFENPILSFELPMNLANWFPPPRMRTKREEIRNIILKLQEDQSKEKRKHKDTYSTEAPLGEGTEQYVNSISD
APOBEC3G inh: APOBEC3G DNA deaminase inhibitors, primary screen, biochemical, fluorescence, single-stranded DNA substrate, uHTS; AID 493012, 2011; DNA dC->dU-editing enzyme APOBEC-3G (Homo sapiens), Q9HC16; recombinant A3G, ssDNA deamination FAM/TAMRA fluorescence; 0.28% of 330,000 active; inhibition, % at 20 µM;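 active means inhibition of at least 40% at 20 µM, with no more than 30% in the related APOBEC3A deaminase screen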;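 further: plate controls were DMSO wells with A3G for no effect and wells lacking A3G enzyme for full effect; some compounds called inactive have numbers as strong as hits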
SENP8 block-1: human SENP8 protease inhibitors, primary screen, biochemical, fluorescence, Nedd8 protein substrate, uHTS; inhibition, % at 20 µM; AID 602440, 2012; recombinant SENP8; 0.64% of 360,000 active; in the data active means inhibition mostly above about 40%, no sharp cut-off; inactive means mostly below about 27%
Target sequence (Q96LD8 whole entry, looked up): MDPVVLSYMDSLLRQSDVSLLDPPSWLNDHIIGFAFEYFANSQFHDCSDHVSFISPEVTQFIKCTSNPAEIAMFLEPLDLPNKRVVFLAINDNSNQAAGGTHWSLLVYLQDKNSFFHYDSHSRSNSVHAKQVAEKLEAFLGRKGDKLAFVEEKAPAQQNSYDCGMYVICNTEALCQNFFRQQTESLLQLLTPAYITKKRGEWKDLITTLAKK
Apaf1 inhib: inhibitors of human Apaf-1 apoptosome, primary screen, biochemical, DEVD-Rh110 fluorescence, uHTS. Apoptotic protease-activating factor 1 (Homo sapiens), O14727. reconstituted apoptosome caspase-3 activity. inhibition, % at 20 µM. 0.71% of 330,000 active. AID 489030, 2010; active means inhibition of at least 40% at 20 µM;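 further: plate controls were DMSO wells for no effect and DEVD-CHO caspase inhibitor wells for full effect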
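Material: biochemical Apaf-1 apoptosome reconstitution. Medium: Hepes buffer, pH 7.5. Also added: cytochrome c activation, bis-DEVD rhodamine 110 substrate. Timing: 30 min compound preincubation, 50 min activation, room temperature. Measured by: rhodamine 110 fluorescence at Ex 480/Em 540 nm.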
UBC13 inh: UBC13 polyubiquitin chain formation inhibitors, primary screen, biochemical, TR-FRET, uHTS. Ubiquitin-conjugating enzyme E2 N (Homo sapiens), P61088. inhibition, % at 20 µM. 0.47% of 330,000 active. AID 485273, 2010; in the data active means inhibition above about 45%, passing the limit was not always enough; inconclusive means no clear call, values can overlap the other calls
Target sequence (P61088 whole entry, looked up): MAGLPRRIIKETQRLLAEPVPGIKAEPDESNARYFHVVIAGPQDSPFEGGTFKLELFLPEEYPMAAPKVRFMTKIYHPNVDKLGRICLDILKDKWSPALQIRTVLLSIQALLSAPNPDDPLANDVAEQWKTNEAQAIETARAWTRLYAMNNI
SENP8 block-2: SENP8 protease inhibitors, primary screen, biochemical, luminescence | Sentrin-specific protease 8 (Homo sapiens), Q96LD8 | purified SENP8, Z-RLRGG-aminoluciferin cleavage | inhibition, % at 10 µM | 1.2% of 330,000 active | AID 2540, 2010; in the data active means inhibition above about 50%
SENP1 inh: human SENP1 catalytic domain inhibitors, primary screen, biochemical, FRET, uHTS | Sentrin-specific protease 1 (Homo sapiens), Q9P0U3 | recombinant SENP1 catalytic domain, CyPet-SUMO1-YPet FRET cleavage | 0.21% of 360,000 active | inhibition, % at 10 µM;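 active means inhibition at least 30% at 10 µM, raw YFP signal under a set limit, fluorescence ratio 0.5 to 1.5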;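 further: 0% = enzyme with DMSO and 100% = no enzyme wells; some results filed as inactive read as strong as hits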
Target sequence (Q9P0U3 419-644 limits assumed): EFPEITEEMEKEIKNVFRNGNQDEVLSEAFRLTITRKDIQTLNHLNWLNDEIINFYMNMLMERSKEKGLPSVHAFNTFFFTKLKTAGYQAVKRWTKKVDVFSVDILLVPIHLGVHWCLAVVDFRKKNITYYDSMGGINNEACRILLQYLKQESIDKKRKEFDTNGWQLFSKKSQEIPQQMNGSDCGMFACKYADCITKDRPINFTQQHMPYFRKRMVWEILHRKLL
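system = hSENP1 catalytic domain, recombinant | reagent = SFCypet-SUMO1-SFYpet substrate at 25 nM | doses = one dose per compound, 10 µM, 0.5% DMSO | incubation = enzyme reaction for 50 min at room temperature, dark | measured by = FRET, CFP and YFP emission | controls = no-enzyme low, enzyme-DMSO high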
SENP7 inh: SENP7 protease inhibitors, primary screen, biochemical, luminescence, uHTS | Sentrin-specific protease 7 (Homo sapiens), Q9BQF6 | recombinant SENP7, Z-RLRGG-aminoluciferin luminescence, 40 min | inhibition, % at 5 µM | 1.5% of 330,000 active;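 active means inhibition above about 50% at the single test dose, limit read from the data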;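 further: plate controls were DMSO with enzyme for no effect and no enzyme buffer wells for full effect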
The depositor's hits bear a star; ? = inconclusive; · = no result given.

Field names – A = SENP6 inh; B = APOBEC3G inh; C = SENP8 block-1; D = Apaf1 inhib; E = UBC13 inh; F = SENP8 block-2; G = SENP1 inh; H = SENP7 inh
CCOC(=O)C(=O)Nc1ccccc1C(=O)NC(C)C
  A: 1	B: -3	C: 1	D: -2	E: 11	F: -2	G: 0	H: -5

O=C(Cn1cc(C(=O)c2ccco2)c2ccccc21)NC1CC1
  A: 18	B: -1	C: -25	D: -10	E: 19	F: -3	G: 1	H: 5

COC(=O)C1=CN(Cc2ccc(OC)c(OC)c2)C=C(C(=O)OC)C1c1ccc(F)cc1
  A: -20	B: -8	C: -477	D: 7	E: 21	F: -7	G: -180	H: -4

O=C(COC(=O)c1ccccn1)NCc1cccc(Cl)c1
  A: -16	B: -9	C: 0	D: 2	E: 4	F: -5	G: -4	H: -10

Cc1onc(-c2c(F)cccc2Cl)c1C(=O)N1CCN(S(C)(=O)=O)CC1
  A: -17	B: -6	C: 5	D: -8	E: -4	F: -10	G: -1	H: -1

O=C(c1ccc(COc2ccc(Cl)cc2Cl)o1)N1CCCC1
  A: -12	B: -5	C: 0	D: 18	E: -9	F: -11	G: 0	H: 7

CN(C)c1cccc(NC(=O)NC2(C)CCS(=O)(=O)C2)c1 (stereo unspecified)
  A: 5	B: -2	C: 0	D: 0	E: 7	F: -1	G: -1	H: -5

O=C(NC1CCN(S(=O)(=O)c2ccccc2)CC1)C1CCCCC1
  A: -1	B: -5	C: 5	D: -3	E: 0	F: -3	G: 0	H: -2

Cc1ccc(Cl)cc1NC(=O)CCC(=O)NCc1ccco1
  A: -2	B: -11	C: -150	D: -14	E: -1	F: 9	G: 1	H: -4

CCS(=O)(=O)Nc1ccc(C(=O)CC2(O)C(=O)Nc3ccccc32)cc1 (stereo unspecified)
  A: 9	B: -7	C: -15	D: 0	E: 0	F: 5	G: 1	H: 3

CCOc1ccccc1C(=O)NCC(=O)OCC(=O)c1ccc2c(c1)OCCO2
  A: -4	B: -4	C: 5	D: 7	E: -4	F: -4	G: 1	H: -9

CSc1ccccc1NC(=O)COC(=O)c1ccc(O)cc1
  A: 2	B: -1	C: 7	D: -1	E: 2	F: -5	G: 1	H: -2

CCCCCOc1ccc(C(=O)OC(C)C(=O)NCc2ccco2)cc1 (stereo unspecified)
  A: -2	B: -6	C: -1	D: 19	E: -5	F: -7	G: 1	H: -4

COc1cc(CCC(=O)OCC(=O)Nc2c(F)cccc2F)cc(OC)c1OC
  A: 13	B: 1	C: 26	D: -4	E: 0	F: 4	G: 0	H: -5

N#Cc1nc(-c2ccccc2)oc1N1CCN(C(=O)c2ccco2)CC1
  A: -2	B: 4	C: -389	D: 11	E: 1	F: 1	G: 2	H: -2

Cc1nc2c(-c3ccccc3)c(C)nn2c(C)c1CCC(=O)N1CCOCC1
  A: -9	B: 3	C: -8	D: 8	E: -18	F: -1	G: 1	H: 2

Cc1c(C(=O)OCC[N+]2(C)CCCCC2)oc2ccccc12
  A: -5	B: 15	C: 11	D: -3	E: 0	F: 6	G: 4	H: 1

COc1ccc(S(=O)(=O)N(c2onc(C)c2Cl)S(=O)(=O)c2ccc(OC)c(OC)c2)cc1OC
  A: -20	B: -6	C: 8	D: 1	E: -2	F: -4	G: 0	H: -5

COc1ccccc1CCN1CCCC(CN(C)C(=O)CCC(N)=O)C1 (stereo unspecified)
  A: -20	B: -4	C: 11	D: 0	E: -2	F: -8	G: 1	H: -17

Cc1n[nH]c(=O)c2c(NC(=O)COC(=O)c3cccc(OC(F)F)c3)oc(C)c12
  A: -20	B: -3	C: -20	D: 1	E: -12	F: -6	G: -10	H: -11

Part of the list above in order of length of the SMILES, descending.
Field names – A = SENP6 inh; B = APOBEC3G inh; C = SENP8 block-1; D = Apaf1 inhib; E = UBC13 inh; F = SENP8 block-2; G = SENP1 inh; H = SENP7 inh
COc1ccc(S(=O)(=O)N(c2onc(C)c2Cl)S(=O)(=O)c2ccc(OC)c(OC)c2)cc1OC
  A: -20	B: -6	C: 8	D: 1	E: -2	F: -4	G: 0	H: -5

COc1cc(CCC(=O)OCC(=O)Nc2c(F)cccc2F)cc(OC)c1OC
  A: 13	B: 1	C: 26	D: -4	E: 0	F: 4	G: 0	H: -5

COc1ccccc1CCN1CCCC(CN(C)C(=O)CCC(N)=O)C1 (stereo unspecified)
  A: -20	B: -4	C: 11	D: 0	E: -2	F: -8	G: 1	H: -17

CSc1ccccc1NC(=O)COC(=O)c1ccc(O)cc1
  A: 2	B: -1	C: 7	D: -1	E: 2	F: -5	G: 1	H: -2

Other compounds follow:
Field names – A = SENP6 inh; B = APOBEC3G inh; C = SENP8 block-1; D = Apaf1 inhib; E = UBC13 inh; F = SENP8 block-2; G = SENP1 inh; H = SENP7 inh
CNc1c(NS(=O)(=O)c2ccc3c(c2)CCCC3)c(=O)oc2ccccc12
  A: -14	B: -4	C: -89	D: 0	E: 0	F: 1	G: 1	H: -4

CC1CCN(CC(=O)N(C)c2c(N)n(Cc3ccccc3)c(=O)[nH]c2=O)CC1
  A: -2	B: 7	C: 19	D: 1	E: 0	F: 6	G: -3	H: 0

COc1ccc(N(CC(=O)Nc2ccc3c(c2)OCO3)S(=O)(=O)c2ccccc2)c(OC)c1
  A: -4	B: -5	C: 15	D: 6	E: 5	F: 7	G: 0	H: 1

CCOC(=O)Cn1c(S(=O)(=O)Cc2ccccc2Cl)nc(-c2ccccc2)c1-c1ccccc1
  A: -4	B: -2	C: 7	D: 1	E: 8	F: 4	G: 2	H: -1

COc1ccccc1N1CCN(C(=O)c2ccc(-c3nc4ccccc4s3)o2)CC1
  A: 26	B: -4	C: -103	D: 18	E: 6	F: 9	G: -22	H: 2

CCCCn1c(N)c(N(CCC(C)C)C(=O)C2CC(=O)N(Cc3ccc(C)cc3)C2)c(=O)[nH]c1=O (stereo unspecified)
  A: -2	B: 0	C: 9	D: 7	E: -2	F: -12	G: -1	H: -18

CP(=O)(Nc1cc(Cl)ccc1Cl)c1nc2c(s1)CCCC2 (stereo unspecified)
  A: -35	B: -7	C: 11	D: -22	E: 19	F: -3	G: 2	H: 0

COc1ccccc1-n1nnnc1SCC(=O)NCC1(N2CCOCC2)CCCCC1
  A: -5	B: -3	C: 12	D: 1	E: -2	F: -9	G: 2	H: -9

O=C(CCc1nnc(-c2ccccc2)o1)c1ccc(Cl)cc1
  A: -10	B: 3	C: 4	D: -3	E: -5	F: -1	G: 1	H: 0

CCOC(=O)N1CCC(NC(=O)CCN2C(=O)C3C4C=CC(C4)C3C2=O)CC1 (stereo unspecified)
  A: -8	B: -4	C: 17	D: -3	E: 45	F: 1	G: 1	H: 5

Cc1ccc(NC(=O)CSCc2cc(=O)n3nc(C4CC4)sc3n2)cc1
  A: 11	B: 1	C: -6	D: -4	E: 3	F: 1	G: -4	H: 4

CC(=O)OC(C)[C@H]1CC[C@H]2[C@@H]3CC[C@H]4C[C@@H](OC(C)=O)CC[C@]4(C)C3=CC[C@]12C (stereo partly specified)
  A: 7	B: -2	C: 11	D: 15	E: 0	F: 7	G: 2	H: 2

CC(C)N(C(=O)Cn1c(SCC(=O)N2CCN(c3ccccc3)CC2)nc2ccccc21)C(C)C
  A: -36	B: 11	C: ·	D: 5	E: 1	F: 3	G: ·	H: 3

OCCOCCn1c(C(CO)Nc2nc(-c3ccc(Cl)cc3)cs2)nc2ccccc21 (stereo unspecified)
  A: -19	B: -7	C: 11	D: 10	E: 11	F: -11	G: -3	H: -7

O=C(N/C(=C/c1cccs1)C(=O)N1CCCCCC1)c1ccccc1
  A: 8	B: -1	C: 17	D: -10	E: -4	F: -2	G: 1	H: -5

CCC(C)NC(=O)C1CCCN(S(=O)(=O)c2ccc(-n3cnnn3)cc2)C1 (stereo unspecified)
  A: -14	B: -3	C: 19	D: 0	E: 2	F: -6	G: 3	H: -7

COC(=O)Cc1[nH]n(-c2nc3ccccc3s2)c(=O)c1C(C)=Nc1ccc(Cl)cc1
  A: 36	B: -5	C: 11	D: -8	E: -1	F: 21	G: -2	H: 0

CCn1c(=O)c(C(=O)NCc2ccccc2)c(O)c2ccccc21
  A: -9	B: -3	C: -26	D: 2	E: ?	F: -5	G: 2	H: -4

CCOC(=O)CSc1nc(N)c(C#N)c(-c2ccc(OC)cc2)c1C#N
  A: -10	B: -4	C: -94	D: 11	E: 16	F: 5	G: -18	H: 2

O=C(O)COc1cccc2ccccc12
  A: -18	B: -9	C: 6	D: -14	E: 1	F: -10	G: 1	H: -1

A second format for 5 compounds above:
Compound,SENP6 inh,APOBEC3G inh,SENP8 block-1,Apaf1 inhib,UBC13 inh,SENP8 block-2,SENP1 inh,SENP7 inh
O=C(N/C(=C/c1cccs1)C(=O)N1CCCCCC1)c1ccccc1,8,-1,17,-10,-4,-2,1,-5
CCC(C)NC(=O)C1CCCN(S(=O)(=O)c2ccc(-n3cnnn3)cc2)C1 (stereo unspecified),-14,-3,19,0,2,-6,3,-7
COC(=O)Cc1[nH]n(-c2nc3ccccc3s2)c(=O)c1C(C)=Nc1ccc(Cl)cc1,36,-5,11,-8,-1,21,-2,0
CCn1c(=O)c(C(=O)NCc2ccccc2)c(O)c2ccccc21,-9,-3,-26,2,?,-5,2,-4
CCOC(=O)CSc1nc(N)c(C#N)c(-c2ccc(OC)cc2)c1C#N,-10,-4,-94,11,16,5,-18,2

New compounds follow:
Field names – A = SENP6 inh; B = APOBEC3G inh; C = SENP8 block-1; D = Apaf1 inhib; E = UBC13 inh; F = SENP8 block-2; G = SENP1 inh; H = SENP7 inh
O=C(O)C1CSC(c2ccccc2)N1C(=O)c1ccco1 (stereo unspecified)
  A: -4	B: -1	C: 10	D: 3	E: -11	F: -11	G: -2	H: -12

CCOC(=O)c1c(C)nsc1NC(=O)c1ccco1
  A: 0	B: -9	C: 6	D: 0	E: 0	F: 2	G: 1	H: -4

O=C1NN(c2cccc(Br)c2)C(=O)/C1=C\c1ccc(O)cc1
  A: 5	B: 2	C: 20	D: 10	E: -16	F: -4	G: -1	H: 1

Cc1cccc(-n2cc3c(=O)n(C)c(=O)n(C)c3c2)c1
  A: -8	B: -4	C: -203	D: 7	E: 1	F: -21	G: 0	H: -2

c1ccc(-c2nnc(CSc3ccc4c(c3)OCCO4)o2)cc1
  A: -5	B: 3	C: 14	D: -3	E: 4	F: -14	G: 3	H: 10

C[C@@H]1CCC(=O)N(C[C@@H](C)CC#N)CC1
  A: 7	B: -7	C: 5	D: 8	E: -12	F: -11	G: -2	H: -9

O=S(=O)(NCCN1CCN(S(=O)(=O)c2ccccc2F)CC1)c1ccccc1F
  A: 26	B: -2	C: 0	D: -4	E: -2	F: 7	G: 1	H: 7

O=C(CN1CCN(c2ccccc2)CC1)N1CCc2ccccc21
  A: -28	B: -6	C: 14	D: 6	E: 0	F: -10	G: 1	H: -3

Cc1ccc(-n2c3c(cc(C(=O)O)c2=O)C(=O)CC(C)(C)C3)cc1
  A: -3	B: 3	C: -127	D: 8	E: -3	F: 4	G: 2	H: 1

COC(=O)c1cccc(NC(=S)N2CCCCC2)c1
  A: 1	B: -2	C: -21	D: 6	E: 4	F: -3	G: -1	H: 3

CCCCC(=O)Nc1cnc(NC(=O)c2cccs2)cc1C
  A: 8	B: -7	C: -2	D: -5	E: 0	F: -5	G: -5	H: 12

Fc1ccccc1N1CCN(Cc2cc(-c3ccccc3)on2)CC1
  A: -5	B: -11	C: 18	D: 5	E: 5	F: 10	G: 0	H: 2

Screening results deposited in PubChem by Sanford-Burnham Center for Chemical Genomics.
